CendR NRP1 mod – modulators of CendR peptide binding to NRP-1, primary screen, biochemical, fluorescence polarization, uHTS; hit rate 0.85% among 360,000; FAM-RPARPAR peptide binding to NRP-1; Neuropilin-1 (Homo sapiens), O14786; inhibition, % at 25 µM; AID 602438, 2012;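 active means inhibition or corrected inhibition above about 18%, plus a signal ratio from 0.5 to 1.5, limit read from the data, passing the limit was not always enough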; further: strong numbers were not always called active
Neddylation inh – inhibitors of cullin neddylation, primary screen, biochemical, TR-FRET, uHTS, NAE and Ubc12; calls only at 25 µM; hit rate 0.58% among 360,000; NEDD8-conjugating enzyme Ubc12 (Homo sapiens) + NEDD8-activating enzyme E1 regulatory …; in the data active means inhibition above about 36%
MsrA act – bovine MsrA enzyme activators, primary screen, biochemical, absorbance, HTS | Methionine sulfoxide reductase A (Bos taurus) | purified bovine MsrA, absorbance read-out | activation, % at 10.6 µM | hit rate 0.3% among 360,000 | AID 602163, 2012; in the data active means activation above about 7.5%;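 further: 0% = vehicle and 100% = reference activator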
eLon inh – inhibitors of E. coli Lon protease, primary screen, biochemical, fluorescence polarization; inhibition, % at 7.94 µM; P0A9M0; purified E. coli Lon protease; hit rate 0.42% among 360,000; in the data active means inhibition above about 13%, passing the limit was not always enough;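 further: 0% = enzyme with probe and DMSO and 100% = no enzyme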
Target sequence (P0A9M0 whole entry, looked up): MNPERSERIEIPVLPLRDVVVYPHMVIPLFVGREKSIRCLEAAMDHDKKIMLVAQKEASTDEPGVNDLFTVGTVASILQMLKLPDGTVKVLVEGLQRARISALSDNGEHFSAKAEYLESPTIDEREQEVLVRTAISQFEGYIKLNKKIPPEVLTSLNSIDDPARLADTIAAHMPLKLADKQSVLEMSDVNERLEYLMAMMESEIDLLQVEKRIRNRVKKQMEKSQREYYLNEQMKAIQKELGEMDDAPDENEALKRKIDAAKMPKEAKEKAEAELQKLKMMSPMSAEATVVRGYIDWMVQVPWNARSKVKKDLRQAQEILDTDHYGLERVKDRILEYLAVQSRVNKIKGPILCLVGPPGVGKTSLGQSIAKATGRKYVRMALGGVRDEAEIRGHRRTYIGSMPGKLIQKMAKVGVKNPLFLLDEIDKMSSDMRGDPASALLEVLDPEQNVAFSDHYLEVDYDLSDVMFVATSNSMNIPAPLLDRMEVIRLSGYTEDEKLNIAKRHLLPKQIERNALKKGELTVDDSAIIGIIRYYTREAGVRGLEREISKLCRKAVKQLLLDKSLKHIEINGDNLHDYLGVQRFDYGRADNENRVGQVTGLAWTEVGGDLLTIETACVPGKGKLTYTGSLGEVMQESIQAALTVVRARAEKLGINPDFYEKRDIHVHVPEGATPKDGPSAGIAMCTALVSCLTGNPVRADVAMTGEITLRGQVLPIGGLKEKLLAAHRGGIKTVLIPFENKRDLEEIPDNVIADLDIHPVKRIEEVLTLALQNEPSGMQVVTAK
SKN-1 block – suppressors of acrylamide-induced Pgst-4::GFP reporter in worms, primary screen, SKN-1 inhibitor project, whole organism, uHTS, GFP/RFP fluorescence ratio, strain VP596. AID 624304, 2012. C. elegans VP596 Pgst-4::GFP/RFP ratio, 24 h. inhibition, % at 21.8 µM. hit rate 0.49% among 360,000;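 active means interference check ratio from 0.5 to 1.5 plus GFP to RFP signal ratio inhibition reaching or exceeding a fixed threshold, cut at about 30% in these data, passing the limit was not always enough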; further: some compounds called inactive have numbers as strong as hits
FAS TE block – FAS thioesterase domain inhibitors, primary screen, biochemical, fluorescence intensity, uHTS; Fatty acid synthase (Homo sapiens), P49327; recombinant FAS-TE, OMFH fluorogenic substrate, fluorescence endpoint; inhibition, % at 15 µM; hit rate 0.67% among 360,000; AID 602261, 2012;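 active means compounds whose normalised, plate-corrected inhibition of enzyme fluorescence in the single-dose primary screen is 50% or more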;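 further: 0% = DMSO with enzyme and 100% = substrate without enzyme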
Rin1 Abl inh – inhibitors of Rin1-Abl protein binding, primary screen, biochemical, TR-FRET; Tyrosine-protein kinase ABL1 (Homo sapiens) + Ras and Rab interactor 1 (Homo sapiens), …; inhibition, % at 7.35 µM; hit rate 0.4% among 360,000; AID 588664, 2011; in the data active means inhibition above about 5%, passing the limit was not always enough
MT1-MMP act inh – blockers of MT1-MMP proenzyme processing, primary screen, HT1080 RFP-PRO-GFP cells, GFP/RFP fluorescence; Matrix metalloproteinase-14 (Homo sapiens), P50281; GFP/RFP ratio change, % at 20 µM; hit rate 0.061% among 360,000; GFP/RFP ratio fluorescence, overnight; percent of plate control window, DMSO zero;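 active means GFP/RFP ratio change of at least 30% with cell ATP level not reduced by more than half and red fluorescence within 50% of control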; further: strong numbers were not always called active
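Test system: HT1080 cells expressing an RFP-PRO-GFP fluorescent reporter construct / Compound dosing: single-point 20 µM compound, 1% DMSO / Schedule: cells overnight before dosing, compound overnight, 37 °C, 5% CO2 / Evaluation: GFP/RFP fluorescence ratio / Control set: DMSO and RFP-L50D-GFP cell wells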
PABP1 MLLE inh – inhibitors of PABP1 MLLE–PAM2 peptide binding, primary screen, biochemical, fluorescence polarization, FITC-PAM2, GST-MLLE; Polyadenylate-binding protein 1 (Homo sapiens), P11940; inhibition, % at 20 µM; hit rate 0.36% among 360,000; in the data active means inhibition above about 35%, passing the limit was not always enough;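 further: plate controls were DMSO wells with GST-MLLE for no effect and wells lacking GST-MLLE protein for full effect; some results filed as inactive read as strong as hits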
Starred values were filed as active, the others as inactive; i = inactive; · = no result given; & = joins results of further samples.

SMILES	CendR NRP1 mod	Neddylation inh	MsrA act	eLon inh	SKN-1 block	FAS TE block	Rin1 Abl inh	MT1-MMP act inh	PABP1 MLLE inh
C=C1C(=O)OC2C1C(OC(=O)C(C)=CC)CC(=C)C1C(O)C3OC3(C)C21O (centres undefined)	-16	i	-5	0	12	1	6	-4	3
COc1cc(C(=O)OCCN2CCCCC2)ccc1O	12	i	1	5	5	-4	-3	2	8
Nc1ccccc1SCC(=O)N1CCc2ccccc21	10	i	-13	-7	2	0	5	6	1
Cc1ccc(CNC(=O)c2cnc(-c3ccccn3)nc2C(F)(F)F)cc1	14	i	-6	-4	20	-5	1	11	-5
O=C(NCSC1=NCCS1)c1ccccc1	-4	i	-3	10	-1	-5	2	-1	-2
COc1ccc(OC)c(NC(=O)C2=C(C)NC(=O)NC2c2cccs2)c1 (centres undefined)	-6	i	-4	6	-3	-6	-1	·	-6
Cn1nnc(NC(=O)/C=C/c2ccco2)n1	1	i	-4	-2	9	-3	-4	-2	2
CCN(C[C@H]1N[C@@](C)(C(=O)OC)[C@H]2C(=O)N(Cc3ccccc3)C(=O)[C@@H]12)C(=O)C1CCCCC1	-10	i	-7	-5	-3	-12	-4	-1	4
N#Cc1c(-c2ccc3c(c2)OCO3)ccn2nc(-c3cccc(C(F)(F)F)c3)nc12	-7	i	-3	0	-6	22	-3	8	-5
CCNC(=O)c1oc2c(c1C)C(=O)CC(C)(C)C2	4	i	-1	-8	11	-9	-4	4	-11
CC/C(=N\NC(=S)NC(C)C)c1ccc(OC)c(OC)c1	7	i	-3	9	8	2	-5	-1	14
CCOC(=O)c1ccc(NS(=O)(=O)c2cn(C)cn2)cc1	9	i	-2	4	-6	-7	0	0	-9
O=C(NCCc1ccc(F)cc1)c1cccs1	1	i	-4	2	-1	-3	4	-3	1
COc1ccc(NC(=O)CCCOc2ccc(C)cc2)cc1S(=O)(=O)N1CCCCC1	0	i	-3	-6	10	14	-1	2	7
CC1=C(C(N)=O)C(c2ccccn2)n2nc(SCc3ccccc3Cl)nc2N1 (centres undefined)	1	i	1	2	21	2	3	-4	4

3 entries picked at random from the list so far:
SMILES	CendR NRP1 mod	Neddylation inh	MsrA act	eLon inh	SKN-1 block	FAS TE block	Rin1 Abl inh	MT1-MMP act inh	PABP1 MLLE inh
CCOC(=O)c1ccc(NS(=O)(=O)c2cn(C)cn2)cc1	9	i	-2	4	-6	-7	0	0	-9
Nc1ccccc1SCC(=O)N1CCc2ccccc21	10	i	-13	-7	2	0	5	6	1
Cn1nnc(NC(=O)/C=C/c2ccco2)n1	1	i	-4	-2	9	-3	-4	-2	2

(more compounds)
SMILES	CendR NRP1 mod	Neddylation inh	MsrA act	eLon inh	SKN-1 block	FAS TE block	Rin1 Abl inh	MT1-MMP act inh	PABP1 MLLE inh
O=C(Nc1ccccc1Cl)c1ccccc1Cl	2	i	-1	7	26	-3	0	2	17
O=C(c1cc(COc2c(F)cccc2F)on1)N1CCN(C2CCCCC2)C(=O)C1	4	i	1	-3	-9	4	2	0	-4
CN(C)CCN1CCN([C@H]2CS(=O)(=O)N[C@@H]2COCc2ccccc2)CC1	5	i	-13	-14	7	-11	0	-1	4
CCOc1cccc(/C=N/NC(=O)c2ccc3c(c2)OCCO3)c1O	15	i	-1	1	11	4	-2	2	-9
CC/C(C)=N/Nc1nc2c(c(=O)[nH]c(=O)n2C)n1Cc1ccccc1	-4	i	-5	5	-7	-3	5	-6	-9
Cc1ccc(S(=O)(=O)N2CCN(CCO)CC2)cc1-c1nnc2c3ccccc3c(C)nn12	-19	i	2	-4	-1	-7	0	2	6
C[C@@H]1CN([C@@H](C)CO)S(=O)(=O)c2ccc(Br)cc2O[C@H]1CN(C)C(=O)C1CCCCC1	-3	i	-2	8	-3	-9	-2	1	17
COc1ccc(CNC(=O)Nc2cccs2)cc1OC	-8	i	-1	-10	-5	-7	1	4	18
CCN1CCN(C(=O)CCNC(=O)Cn2ccc3ccccc3c2=O)CC1	5	i	1	8	13	-3	2	0	2
CCCCc1c(O)nc(SCC(=O)N2CCCCC2)[nH]c1=O	4	i	-6	2	0	-8	0	-1	30
COCCCNC(=S)NCCNc1nc2c(C)c(C)ccc2cc1C#N	1	i	-2	1	8	0	-3	5	-34
CCC1(c2ccccc2)SCC(c2ccccc2)=NC1=O (centres undefined)	-2	i	3	-6	-6	16	-1	0	-7
CNc1nc(-c2ccccc2)nnc1C(F)(F)F	0	i	-4	1	-5	-5	-1	4	-7
CCN(CC)CC(=O)Nc1c(Br)ccc2c1OCO2	8	i	1	5	4	-2	-7	0	4
O=C(COc1ccc2c3c(c(=O)oc2c1)CCC3)Nc1ccc(CN2CCOCC2)cc1	-1	i	-1	-14	12	-2	-4	2	-3
COc1ccccc1CN1CC(=O)N2CSC[C@H]2C1=O	0	i	-2	2	10	-3	-2	-1	6
CCCCC1NC(=S)N(C2CCCCC2)C1=O (centres undefined)	-5	i	-6	-8	6	0	0	1	12
Cn1c(=S)n(C)c2ccccc21	8	i	-3	1	-6	1	1	-14	-53
COc1ccc(NC(=O)CSc2ccccc2)cc1S(=O)(=O)N1CCCCC1	-5	i	-4	4	12	2	-1	1	23
CCC(=O)c1ccccc1OCC(=O)Nc1c(C)cccc1C	5	i	-11	1	-13	-4	0	-2	8
COc1cc(C#N)c(NC(=S)N2CCN(C(=O)c3ccco3)CC2)cc1OC	3	i	-5	1	10	-4	-1	5	2
CN1N=C2c3ccccc3CCCC2C1c1ccc(F)cc1 (centres undefined)	-2	i	-3	4	11	18	-5	2	6
Cc1cc(C)c2nc(N3CCC(C(=O)NCc4ccccn4)CC3)sc2c1	8	i	-4	-2	-15	-7	2	2	3
Oc1ccc(N=Cc2ccc(O)c(O)c2)cc1	14	i	-3	7	2	-2	9	16	4
Cc1ccccc1C(=O)N1CCC(C(=O)Nc2ccc(C(C)C)cc2)CC1	4	i	0	3	4	4	-2	2	6
CNC(=O)c1csc(-c2cccs2)n1	0	i	-3	7	-12	-5	-3	5	-8
COc1cc(S(=O)(=O)Nc2c(C)nn(C)c2C)ccc1NC(C)=O	13	i	-1	-2	2	-8	1	5	1
COc1ccccc1C/C(N)=N/OC(=O)COc1ccc(C)cc1	-10	i	-5	-11	2	14	-1	-1	2
O=C(O)COc1ccc(Br)cc1CP(=O)(c1ccccc1)c1ccccc1	-8	i	-2	-3	-5	-4	-1	3	-8
COc1ccc(S(=O)(=O)N2CCCCCC2)cc1C(=O)N1CCN(c2ccccc2C)CC1	24	i	-1	-1	8	37	3	9	2
Cc1ccc(S(=O)(=O)N2CCCCC2CCNC(=O)C(=O)NCc2ccncc2)cc1 (centres undefined)	-4	i	-1	2	6	-2	3	-5	-4
Cc1sc2nc(CSC(C)C(=O)N3CCOCC3)[nH]c(=O)c2c1C (centres undefined)	-10	i	-4	-18	8	-4	2	0	6
Cc1cc2ccccn2c1C(=O)c1ccc(S(=O)(=O)N(C)C)cc1	-4	i	-2	12	9	11	-4	1	-6
O=C(CSc1nccn1-c1cccc(F)c1)NC1CCCC1	-3	i	-9	5	-6	-4	-1	-2	-10
Fc1ccc(CNc2ncnc3cc(Cl)ccc23)cc1	8	i	-1	6	15	5	1	-3	-3
O=S(=O)(Nc1nc2ccccc2[nH]1)c1ccccc1	3	i	0	-8	0	-9	0	2	-41
COc1ccc(C=Cc2ccc3ccccc3n2)c(OC)c1	10	i	-1	25	17	12	2	-2	3
COC(=O)c1cc2occc2n1Cc1cccc(C)c1	8	i	-3	-2	11	26	-3	-3	-1
COc1ccccc1CNC(=O)C1CCN(C(=O)[C@@H]2Cc3ccccc3CN2)CC1	8	i	-1	-1	-12	0	6	-3	7
Cc1noc(C)c1C(=O)Nc1ccc(S(=O)(=O)N2CCCCC2)cc1	5	i	-8	2	4	-3	7	3	6
CCOC(=O)c1ccc(NC(=O)c2nc[nH]c2C(=O)NC2CCN(C(=O)OC(C)(C)C)CC2)cc1	-2	·	-9	-4	5	-4	-5	-2	-1
CCN1C(=O)[C@H]2[C@@H](c3ccc(-c4ccc5c(c4)OCO5)c(OC)c3)N[C@@](Cc3ccccc3)(C(=O)OC)[C@H]2C1=O	1	i	-1	6	12	91*	1	-2	14
CCOCCCn1c(=S)[nH]c2cc(C(=O)N3CCC(C(N)=O)(N4CCCCC4)CC3)ccc2c1=O	10	i	0	12	-5	-5	4	2	-49
O=C(CCn1c(=S)oc2ccccc21)N1CCN(c2ccc(F)cc2)CC1	-12	i	1	1	3	18	1	10	5
COc1ccc(Oc2c(Cl)cnn(-c3ccc(C)cc3)c2=O)cc1	-1	i	-8	11	8	9	0	-3	-2
CCOC(=O)N1CCN(C(C(=O)NC2CCCC2)c2ccco2)CC1 (centres undefined)	-18	i	·	·	9	·	·	-3	·
CCC(Oc1cc(Cl)ccc1Cl)C(=O)NN1C(=O)C2C3CCC(C3=C(C)C)C2C1=O (centres undefined)	4	i	-3	7	26	13	-3	-12	-1
Cc1nn2c(=S)[nH]nc2[nH]c1=O	18	i	5	8	10	-1	-2	-1	21
Cc1cccc(C)c1NC(=O)COc1ccc2c(C)c(Cc3ccccc3)c(=O)oc2c1C	4	i	-2	2	4	-11	-5	1	-4
Cc1ccc(C(=O)Nc2cccc(C(F)(F)F)c2)cc1NC(=O)c1nccnc1N	-7&8	i	-1&-2	-5&-1	-3&14	2&-4	1&0	3&5	-6&-9
Cc1ccc(N(CC(=O)NCc2ccco2)C(=O)CNS(=O)(=O)c2ccccc2)c(C)c1	-2	i	-2	3	-3	2	1	-4	5
CCC(=O)N1CCCC(C(=O)Nc2nc3ccccc3n2C)CC1 (centres undefined)	-20	i	-3	-10	-13	-2	-6	2	2
COc1cc(C(=O)Nc2cc(S(C)(=O)=O)ccc2Cl)ccc1OCC(=O)N1CCOCC1	-5	i	-10	1	3	-9	1	0	8
Cc1ccc(NC2c3ncccc3C(=O)N2Cc2cccs2)cc1 (centres undefined)	3	i	-6	-6	1	10	1	-3	14
O=C1CNC(=S)N1C1CCCCCC1	-6	i	-3	-12	-5	-4	1	-1	0
O=C(N/N=C/c1ccoc1)c1ccccc1O	0	i	-4	-10	4	-6	-2	-6	-3
COc1ccc(S(=O)(=O)N2CCCCC2)cc1NC(=O)CCc1cc(OC)c(OC)c(OC)c1	4	i	-2	-1	-9	-5	1	1	2
Cc1ccc(S(=O)(=O)N2C[C@H]3[C@H]4C(=O)N(C)C(=O)[C@H]4CC(=O)[C@H]3[C@@H]2c2ccccc2F)cc1	-14	i	-3	1	-3	-12	3	3	6
COC(=O)c1ccccc1S(=O)(=O)N1CCC(C(=O)N2CCC2)CC1	5	i	-2	-10	4	-3	0	1	9
COc1ccc(CCNC(=O)CCCNC(=O)Cn2cnc3sc(C)c(C)c3c2=O)cc1OC	11	i	-17	2	-6	-1	4	-1	-5
CCOC(=O)c1c(-c2ccccc2Cl)cn2ccccc12	-9	·	-1	0	-4	19	-5	-4	0
Cc1c(/C=N/NC(=O)c2ccc(O)cc2)c2ccccn2c1C(=O)c1ccc(F)cc1	-2	i	-4	-5	10	-1	-6	3	-9

Bioassay records deposited in PubChem by several laboratories.

Outcome played no part in choosing rows; 4% or so of the library scored in one or more.
